High-throughput results as filed in PubChem.
mcGAS inh: inhibitors of mouse cGAS; Q8C6L5; recombinant cGAS, Kinase-Glo ATP depletion luminescence; inhibition, % at 12.5 µM; 0.15% of 160,000 active;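 also: 0% = negative control wells and 100% = reference inhibitor with no enzyme activity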
NPYLR7 agonist: mosquito NPYLR7 agonism | 0.15% of 270,000 active | AID 1259423 | HEK293T NPYLR7/Galpha15, GCaMP6s calcium fluorescence | activation, % at 10 µM; in the data active = activation above about 40%;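 also: 0% = vehicle and 100% = reference agonist at the receptor; some compounds past the cut are filed as inactive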
hcGAS inh: blocks human cGAS activity. 0.081% of 290,000 active. recombinant h-cGAS, ATP depletion, Kinase-Glo luminescence. Q8N884. inhibition, % at 12.5 µM;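 also: 0% = vehicle reaction and 100% = reaction without DNA for no activity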
Target sequence (Q8N884 whole entry, looked up): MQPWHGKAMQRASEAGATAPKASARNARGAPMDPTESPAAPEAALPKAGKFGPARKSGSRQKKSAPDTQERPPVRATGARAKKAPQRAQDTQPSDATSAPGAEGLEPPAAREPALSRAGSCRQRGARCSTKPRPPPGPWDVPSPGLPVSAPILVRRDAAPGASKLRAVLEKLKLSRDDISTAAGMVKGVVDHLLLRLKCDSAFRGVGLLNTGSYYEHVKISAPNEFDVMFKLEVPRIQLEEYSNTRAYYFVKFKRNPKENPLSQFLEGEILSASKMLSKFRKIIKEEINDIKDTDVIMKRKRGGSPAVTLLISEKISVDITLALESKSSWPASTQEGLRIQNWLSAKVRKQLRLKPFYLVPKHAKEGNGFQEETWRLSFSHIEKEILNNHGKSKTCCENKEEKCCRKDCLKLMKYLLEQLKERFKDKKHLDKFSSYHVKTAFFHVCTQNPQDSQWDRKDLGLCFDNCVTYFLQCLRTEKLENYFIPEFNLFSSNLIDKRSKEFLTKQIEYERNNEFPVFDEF
* marks the source's active call; other numbers are inactive results; & = joins results of further samples. Rule as the data show it, unless noted: active = inhibition above about 40%; inactive = the rest.

For COc1ccc(CN(CCc2c[nH]c3ccccc23)C(=O)CN(C(C)C)S(=O)(=O)c2ccc(NC(C)=O)cc2)cc1OC the results were mcGAS inh -6 and hcGAS inh -12.
Screening C=CCOc1c(OC)ccc2c1CN(C(C)C)C(=O)CCN2 returned mcGAS inh -4, NPYLR7 agonist 1 and hcGAS inh 0.
Screening Cc1cc(C)c(/C=C/C(=O)N2CCN(CCS(C)=O)CC2)cc1C (centres undefined) returned NPYLR7 agonist 3 and hcGAS inh -6.
For CC1CCC(NC(=O)CCNC(=O)c2ccc(Br)cc2)CC1 (centres undefined) the results were NPYLR7 agonist -6 and hcGAS inh 3.
Screening CS(=O)(=O)Nc1nc2n(n1)C(c1ccc(F)cc1)CC(c1ccccc1)=N2 (centres undefined) returned NPYLR7 agonist 6 and hcGAS inh 7.
O=C(NC1C=CS(=O)(=O)C1)c1ccc2c(c1)OCO2 (centres undefined) was read as mcGAS inh -11, NPYLR7 agonist -1 and hcGAS inh -2.
Brc1cc2c(cc1CSc1nnc(-c3cccs3)n1C1CC1)OCO2 was read as mcGAS inh -6, NPYLR7 agonist 0 and hcGAS inh -9.
Cc1cccn2cc(C(=O)NC3C=CS(=O)(=O)C3)nc12 (centres undefined) was read as mcGAS inh -2 and hcGAS inh 2.
For N#CC1C(=N)OC2=C(C(=O)CCC2)C1c1ccc2c(c1)OCO2 (centres undefined) the results were mcGAS inh 3, NPYLR7 agonist -2 and hcGAS inh 9.
Screening C=C(C)CSc1nc2c(c(=O)[nH]c(=O)n2C)n1CC=CC returned mcGAS inh 0, NPYLR7 agonist -16 and hcGAS inh 4.
CC(=O)N1CCC(C(=O)NCc2cc(CC(C)C)on2)CC1 was read as mcGAS inh 1 and hcGAS inh 5.
For COCC1(C(=O)N2CCOC(c3ccc(F)cc3)C2)CCC1 (centres undefined) the results were NPYLR7 agonist 4 and hcGAS inh -2.

Two entries picked at random from those above:
Screening CS(=O)(=O)Nc1nc2n(n1)C(c1ccc(F)cc1)CC(c1ccccc1)=N2 (centres undefined) returned NPYLR7 agonist 6 and hcGAS inh 7.
For COCC1(C(=O)N2CCOC(c3ccc(F)cc3)C2)CCC1 (centres undefined) the results were NPYLR7 agonist 4 and hcGAS inh -2.

Remaining list, next part.
`CC1(Cc2ccccc2Cl)C(=O)Nc2cc(-c3ccccc3Cl)ccc21` (centres undefined) gave mcGAS inh -3, NPYLR7 agonist 1 and hcGAS inh -2.
For CC(C)NC(=O)CSc1nc(N)c(NC(=O)c2ccc(F)cc2)c(=O)[nH]1 the results were mcGAS inh -7, NPYLR7 agonist -4 and hcGAS inh -5.
Screening COc1ccccc1C(NS(=O)(=O)c1ccc2c(c1)CCCC2)c1nccn1C (centres undefined) returned mcGAS inh -7, NPYLR7 agonist 0 and hcGAS inh -6.
Screening Cc1occc1C(=O)OCC(=O)N1CC(=O)Nc2cc(C(F)(F)F)ccc21 returned NPYLR7 agonist 12 and hcGAS inh -4.
`COc1ccc(NC(=O)c2c(O)c3sccc3n(C)c2=O)c(C)c1` gave NPYLR7 agonist -6 and hcGAS inh -1.
COc1ccc(NC(=O)C(C)n2c(=O)n(-c3ccccc3OC)c(=O)c3ccc(Cl)cc32)cc1 (centres undefined) was read as mcGAS inh -8, NPYLR7 agonist 1 and hcGAS inh -6.
Screening CCCCc1ccc(NC(=O)CCS(=O)(=O)c2ccc(Cl)cc2)cc1 returned NPYLR7 agonist 3 and hcGAS inh -2.
For O=C(COC(=O)Cn1cc(C(F)(F)F)ccc1=O)NC(=O)NC1CCCC1 the results were NPYLR7 agonist 0 and hcGAS inh 0.
CCOC(=O)c1cc2cc3c(cc2nc1CSc1ccccc1)OCO3 was read as NPYLR7 agonist 2 and hcGAS inh -2.
For COCc1nc(OC)c2c(C)c(C(=O)NC3CCCC3)sc2n1 the results were mcGAS inh -7, NPYLR7 agonist 3&0 and hcGAS inh -3&-9.
CC(CNC(=O)Nc1ccn(C)n1)Sc1ccccc1 (centres undefined) was read as NPYLR7 agonist -2 and hcGAS inh -5.
N#CCc1ccc(NC(=O)C(=O)NC2CCN(C3CCCC3)C2)cc1 (centres undefined) was read as NPYLR7 agonist 20 and hcGAS inh -8.
CC(NC(=O)Nc1cn(C)c2ccccc12)c1ccccc1 (centres undefined) was read as mcGAS inh -8, NPYLR7 agonist 2 and hcGAS inh -4.
`CC(C)c1cccc(C(C)C)c1NC(=O)N1CCN(c2nc(Cc3ccccc3)ns2)CC1C` (centres undefined) gave mcGAS inh -3, NPYLR7 agonist 4 and hcGAS inh -6.
COc1ccc(CCNC(=O)c2cccnc2N2CCN(C(=O)c3c(F)cc(F)cc3F)CC2)cc1OC was read as mcGAS inh -5, NPYLR7 agonist 6 and hcGAS inh -4.
For Cc1cc(C)c(S(=O)(=O)NCCC(=O)NCc2cccnc2)cc1N(C)S(C)(=O)=O the results were mcGAS inh -5, NPYLR7 agonist -5 and hcGAS inh -1.
`CC1(C(=O)NCc2ccco2)CCN1C(=O)c1ccco1` (centres undefined) gave NPYLR7 agonist 2 and hcGAS inh -11.
For Cc1cc(CC(=O)N2CCCCCC2c2ccco2)n[nH]1 (centres undefined) the results were mcGAS inh -6, NPYLR7 agonist 8 and hcGAS inh 2.
`COC(=O)c1ccc(C(=O)N2CCN(CC(OCc3ccc(C#N)cc3)c3cccc(N4CCCC4)c3)CC2)cc1` (centres undefined) gave mcGAS inh -6 and hcGAS inh -3.
Screening COCC(C)NC(=O)Nc1cn(C)c2ccccc12 (centres undefined) returned mcGAS inh -10, NPYLR7 agonist 1 and hcGAS inh -11.
`Cc1oc2nc[nH]c(=O)c2c1C(=O)OC(C)C(=O)N1CCC(C)CC1` (centres undefined) gave NPYLR7 agonist 4 and hcGAS inh -4.
Screening COc1cc(OC)cc(-c2nnc(SCC(=O)N3CCCC3)n2-c2ccccc2C)c1 returned mcGAS inh -5, NPYLR7 agonist 7 and hcGAS inh 1.
Screening CC(Sc1ccccn1)C(=O)N(C)Cc1ccon1 (centres undefined) returned NPYLR7 agonist 1 and hcGAS inh -1.
Cc1c(C(=O)NCCc2cccc(Cl)c2)cnc2c(-c3ccc4c(c3)OCO4)cnn12 was read as mcGAS inh -6, NPYLR7 agonist 0 and hcGAS inh -7.
For CCCCCn1cc(C2CCN(C(=O)c3cc(Cl)cnc3Cl)CC2)c2ccccc21 the results were mcGAS inh -9, NPYLR7 agonist 17 and hcGAS inh -8.
CC(=O)NCCNC(=O)c1nnc2n1CCN(CC(C)Cc1ccc3c(c1)OCO3)C2 (centres undefined) was read as NPYLR7 agonist 9 and hcGAS inh -6.
Screening COC(=O)c1c(C2CC2)csc1N returned NPYLR7 agonist 14 and hcGAS inh -11.
Screening CC(C)CCNC(=O)Cc1nc2ccccc2[nH]1 returned NPYLR7 agonist -4 and hcGAS inh -7.
`Cc1ccc(-c2cnn(C(C)(C)C(=O)Nc3ccc(F)cc3)c2)c(C)c1` gave mcGAS inh -8, NPYLR7 agonist 4 and hcGAS inh -6.
Screening COCC(=O)N(Cc1ccccc1)Cc1c(-c2ccccc2)noc1N1CCC(C)CC1 returned mcGAS inh -4, NPYLR7 agonist 3 and hcGAS inh -8.
`O=C(CN(CCN1CCCCC1)S(=O)(=O)c1cccs1)N1CCNCC1` gave mcGAS inh -4 and hcGAS inh -9.
`COc1cccc(NC(=O)N2CCCCC2CCN2CCCC2=O)c1` (centres undefined) gave NPYLR7 agonist 11 and hcGAS inh -9.
`CC(CC(=O)O)CC(=O)N1CCc2cc(O)c(O)cc2C1C` (centres undefined) gave mcGAS inh -3, NPYLR7 agonist -8 and hcGAS inh -6.
Screening CCOc1ccccc1C1C(C(=O)OC)=C(C)NC2=C1C(=O)CC(c1ccccc1)C2 (centres undefined) returned mcGAS inh -4, NPYLR7 agonist 0 and hcGAS inh -9.
For CCOC(=O)CCC(=O)N[C@@H](C)C(=O)N1CCC(C(=O)Nc2ccc(OC)cc2)CC1 the results were mcGAS inh -4, NPYLR7 agonist 4 and hcGAS inh 1.
`CCn1c(C2CCCN(c3cc(C)nc(C(C)C)n3)C2)n[nH]c1=O` (centres undefined) gave NPYLR7 agonist 24 and hcGAS inh -3.

Continued (three carried over from the part before).
Screening CCOc1ccccc1C1C(C(=O)OC)=C(C)NC2=C1C(=O)CC(c1ccccc1)C2 (centres undefined) returned mcGAS inh -4, NPYLR7 agonist 0 and hcGAS inh -9.
For CCOC(=O)CCC(=O)N[C@@H](C)C(=O)N1CCC(C(=O)Nc2ccc(OC)cc2)CC1 the results were mcGAS inh -4, NPYLR7 agonist 4 and hcGAS inh 1.
`CCn1c(C2CCCN(c3cc(C)nc(C(C)C)n3)C2)n[nH]c1=O` (centres undefined) gave NPYLR7 agonist 24 and hcGAS inh -3.
`CC1CN(c2cc(Oc3ccc(F)c(F)c3)ncn2)CCN1C(=O)CCc1ccccc1` (centres undefined) gave mcGAS inh -3, NPYLR7 agonist -3 and hcGAS inh -9.
Screening O=S(=O)(c1cccnc1)N1CCN(C2CCCc3ccccc32)CC1 (centres undefined) returned NPYLR7 agonist 3 and hcGAS inh 0.
`Cc1cccc(C(C(=O)N(Cc2nccn2C)C2CC2)N(C)C)c1` (centres undefined) gave mcGAS inh -7 and hcGAS inh -3.
COc1cc(-c2nccn2CCn2nc(C)cc2C)cc(OC)c1O was read as NPYLR7 agonist 1 and hcGAS inh -8.
CCCC(NC(=O)c1ccc(C)cc1)C(=O)Nc1cccc(N2CCCC2)c1 (centres undefined) was read as NPYLR7 agonist 14 and hcGAS inh -10.
`CC(C)(C)C(=O)NCCSc1ncc(-c2ccccc2)[nH]1` gave mcGAS inh -9, NPYLR7 agonist -1 and hcGAS inh -4.
`Cc1ccc2nc(SCC(=O)N3CCN(c4ccccc4)CC3)nc(=O)n2c1` gave mcGAS inh -10, NPYLR7 agonist 2 and hcGAS inh -8.
For CCOc1ccc(-c2ccnc(N3CCN(C(=O)c4cccnc4Sc4ccc(C)cc4)CC3)n2)cc1 the results were mcGAS inh -6, NPYLR7 agonist 11 and hcGAS inh -3.
O=c1oc2c(Cl)cc(Cl)cc2cc1-c1nnc(Nc2ccccc2F)s1 was read as mcGAS inh 4, NPYLR7 agonist 4 and hcGAS inh 5.
C=C(Cl)CSc1nc(N)nc(-c2ccco2)n1 was read as NPYLR7 agonist 6 and hcGAS inh -5.
`COCCN1CCC(c2nccn2Cc2cccnc2)CC1` gave mcGAS inh -11, NPYLR7 agonist 31 and hcGAS inh -8.
Cc1ccc2nc(NCc3ccccc3)c(C=Nc3ccc(Cl)cc3)c(=O)n2c1 was read as mcGAS inh 0, NPYLR7 agonist -7 and hcGAS inh -4.
For O=C(Cc1c(F)cccc1F)N1CCOC(COCc2ccc(F)cc2Cl)C1 (centres undefined) the results were mcGAS inh -3, NPYLR7 agonist 11 and hcGAS inh -2.
CC(=O)N[C@@H]1C=C(C(=O)NCC(N)=O)C[C@@H](O)[C@@H]1O was read as mcGAS inh -6, NPYLR7 agonist -10 and hcGAS inh -4.
`CCN(CC)C(C(=O)NC(C)C(C)(C)CN(C)C)c1ccccc1` (centres undefined) gave NPYLR7 agonist 4 and hcGAS inh -5.
COc1ccc(C2NN(C)C3C(=O)N(c4ccc(C)cc4)C(=O)C23)cc1 (centres undefined) was read as mcGAS inh -9, NPYLR7 agonist -8 and hcGAS inh -8.
Screening CC(C)CNc1nccc2c1ncn2Cc1ccccc1 returned mcGAS inh -6, NPYLR7 agonist -4 and hcGAS inh -3.
For Cc1ccc(-n2nnc3c(=O)n(Cc4cccc5ccccc45)cnc32)cc1Cl the results were mcGAS inh 1, NPYLR7 agonist -6 and hcGAS inh 5.
COc1cc(C(=O)Nc2cccc(-c3cccc(-c4ccc5c(c4)NC(=O)CO5)n3)c2)cc(OC)c1OC was read as mcGAS inh -9, NPYLR7 agonist -3 and hcGAS inh -7.
`O=C(O)CCc1ccc(NCc2cccc(Oc3ccccc3)c2)cc1` gave NPYLR7 agonist 1 and hcGAS inh -5.
Screening Cc1ccccc1OCc1nc(CN(C(=O)C2CCCC2)C(C)C)cs1 returned mcGAS inh -4, NPYLR7 agonist 16 and hcGAS inh -4.
For C=CCCC(O)CN(CC=C)Cc1nc2sc(C(C)C)cc2c(=O)[nH]1 (centres undefined) the results were mcGAS inh 1, NPYLR7 agonist -8 and hcGAS inh 1.

Among those listed so far, two have bromine:
For CC1CCC(NC(=O)CCNC(=O)c2ccc(Br)cc2)CC1 (centres undefined) the results were NPYLR7 agonist -6 and hcGAS inh 3.
Brc1cc2c(cc1CSc1nnc(-c3cccs3)n1C1CC1)OCO2 was read as mcGAS inh -6, NPYLR7 agonist 0 and hcGAS inh -9.
